FEN1 inh: qHTS Assay for the Inhibitors of Human Flap endonuclease 1 (FEN1). 0.35% of 390,000 active. Recombinant FEN1 flap cleavage, fluorescence, 15 min. Potency, µM (top dose mostly 114 µM), without a hit: at the top dose activity change, negative = inhibition, usual class: inhibitors. AID 588795, 2011; also: nearly all actives have a fitted effect of over 65% in size
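In this screen, 50 nM flap DNA substrate was added to 10 nM FEN1 pretreated with compound for 15 min at room temperature; cleavage was followed with reads at 0 and 15 min, and Hill fitting gave concentration–response parameters.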
N370S GC: qHTS Assay for Inhibitors and Activators of N370S glucocerebrosidase as a Potential Chaperone Treatment of Gaucher Disease; Lysosomal acid glucosylceramidase (Homo sapiens), P04062; N370S GC spleen homogenate, 4MU-glucoside fluorescence; Potency, µM (doses to about 59.4 µM), for the others: top-dose activity change, negative = inhibition, most hits filed as inhibitors; 0.092% of 330,000 active; AID 2101, 2009;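 also: 0% = full enzyme activity and -100% = no enzyme basal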
KAT2A inh: qHTS Assay for Inhibitors of GCN5L2. Potency, µM (titrated, usually from 58.9 µM), without a hit: at the highest dose activity change, negative = inhibition, actives largely listed as inhibitors. 0.21% of 390,000 active. Histone acetyltransferase KAT2A (Homo sapiens), Q92830. GCN5L2 HAT assay, ThioGlo1 CoA-SH fluorescence
Target sequence (Q92830 whole entry, looked up): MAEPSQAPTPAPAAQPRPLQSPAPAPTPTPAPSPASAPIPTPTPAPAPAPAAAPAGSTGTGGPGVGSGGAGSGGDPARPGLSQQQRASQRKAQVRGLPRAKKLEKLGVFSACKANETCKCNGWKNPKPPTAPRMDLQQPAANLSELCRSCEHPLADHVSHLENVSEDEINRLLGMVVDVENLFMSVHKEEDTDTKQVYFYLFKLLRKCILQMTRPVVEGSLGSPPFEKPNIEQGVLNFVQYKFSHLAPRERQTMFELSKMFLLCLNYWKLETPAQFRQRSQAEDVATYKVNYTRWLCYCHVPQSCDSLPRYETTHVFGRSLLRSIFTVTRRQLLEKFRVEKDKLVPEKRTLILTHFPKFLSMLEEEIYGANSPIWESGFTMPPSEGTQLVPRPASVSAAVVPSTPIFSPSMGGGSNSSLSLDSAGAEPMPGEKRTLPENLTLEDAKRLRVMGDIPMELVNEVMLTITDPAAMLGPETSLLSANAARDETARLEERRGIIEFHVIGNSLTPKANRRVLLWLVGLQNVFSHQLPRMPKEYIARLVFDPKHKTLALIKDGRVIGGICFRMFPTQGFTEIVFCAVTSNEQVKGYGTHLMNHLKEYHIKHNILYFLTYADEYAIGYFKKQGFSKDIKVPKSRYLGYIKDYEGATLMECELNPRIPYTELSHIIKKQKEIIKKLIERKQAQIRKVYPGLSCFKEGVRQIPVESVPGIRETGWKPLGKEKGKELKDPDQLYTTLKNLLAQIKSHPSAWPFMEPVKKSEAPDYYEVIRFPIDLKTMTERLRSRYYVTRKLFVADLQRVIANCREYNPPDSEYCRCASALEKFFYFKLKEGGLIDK
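Titration-based screen in which CoA formation is detected via maleimide probe ThioGlo1 (50uM) turning fluorescent on thiol reaction; substrates H3(1-25) 75uM and acetyl-CoA 70uM, GCN5L2 20nM, 20 min incubation at room temperature.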
Numbers without * were called inactive; ? = inconclusive; / = not tested or not shown; & = joins results of further samples; [ ] = remark or other dose. Calls follow the shape of the dose curve; as a rule, active = well fitted curve in the direction sought with a large enough effect; inconclusive = small, poorly fitted or top-dose-only effect, or another doubt; inactive = no such curve, though single readings can be large; an effect the other way counts as inactive or inconclusive. Unless noted, % is scaled to controls: 0 for no effect and ±100 for the full control effect; potency is read from the fitted curve at half-maximal effect. Random draw from the library; overall some 0.54% were active at least once.

#	molecule	FEN1 inh	N370S GC	KAT2A inh
1	CCCC1(c2ccccc2)NC(=O)N(CCN2C(=O)c3ccccc3C2=O)C1=O (centres undefined)	-11.8%	11.6%	1.2%
2	COc1ccc(C(=O)N2CCN(C(=O)c3ccc(-c4ccccc4)cc3)CC2)cc1OC	5.0%	-1.5%	1.7%
3	Cc1sc2ncnc(N[C@@H](CCC(=O)O)C(=O)O)c2c1C	-10.3%	7.4%	-3.0%
4	Cn1c(SCC(=O)N2CCCc3ccccc32)nnc1-c1cccs1	9.3%	9.9%	-0.3%
5	CC(=O)Nc1ccc(S(=O)(=O)N[C@@H](C)C(=O)OCC(=O)c2ccc(C)cc2)cc1	-3.4%	/	0.6%
6	CC(=O)NS(=O)(=O)c1ccccc1	-1.6%	4.7%	-2.9%
7	CCOC(=O)C(NC(=O)C1C(C)N1S(=O)(=O)c1ccc(C)cc1)C(=O)OCC (centres undefined)	22.8%	-3.8%	1.5%
8	Cc1cc(C)nc(Sc2ncnc(N)c2[N+](=O)[O-])n1	3.6%	2.5%	-13.5%
9	COc1ccc2[nH]c3c(c2c1)CCN1C(=O)N([C@@H](C)C(=O)NCc2ccco2)C(=O)[C@]31C	-2.9%	-0.3%	-18.6%
10	O=C1CCCC/C=C\C[C@H](CC(=O)N(CCO)Cc2ccccc2)C(=O)N2CCC[C@@H]2CO1	1.9%	/	1.1%
11	CCN(CC(=O)Nc1c(F)cccc1F)C(=O)CN1C(=O)C2CCCCC2C1=O (centres undefined)	10.9%	/	1.1%
12	COc1ccc(N2CCN(C(=O)c3csc4ccccc34)CC2)cc1	-14.5%	7.8%	-0.9%
13	COc1ccc(S(=O)(=O)c2c(Nc3cccc(Cl)c3)sc(C(=O)c3ccccc3)c2N)cc1	-8.9%	/	-6.7%
14	O=C(NCc1ccco1)C(c1ccncc1)N(C(=O)Cc1cccs1)c1ccccc1 (centres undefined)	-7.8%	-22.4%	-5.5%
15	N#Cc1c(N)n(CCCN2CCOCC2)c2nc3ccccc3nc12	-15.7%	?	-15.7%
16	O=C(O)c1cc(-c2cccs2)nc2ccc(Br)cc12	/	?	-11.7%
17	COc1ccc(CCC(=O)NCCS(=O)(=O)N2CCN(c3ccccc3F)CC2)cc1	-0.4%	1.2%	-11.6%
18	COc1ccccc1CNC(=O)CS(=O)(=O)c1ccccc1	-12.9%	-3.1%	-2.3%
19	NS(=O)(=O)c1ccc(CCNc2ncnc3c2cnn3-c2cccc(Cl)c2)cc1	1.7%	/	-1.6%
20	COc1ccccc1OCC#CCn1ccnc1	18.9%	-6.9%	-11.2%
21	O=C(CN1CCN(S(=O)(=O)c2ccc(Cl)s2)CC1)NCc1ccc(Cl)cc1	-7.2%	-5.6%	?
22	C=CC[C@H](CC(=O)NCCO)C(=O)N[C@@H](COC(=O)[C@H](CC=C)CC(=O)OC(C)(C)C)Cc1ccccc1	-2.7%	/	-0.3%
23	CCCN1C(=O)c2[nH]nc(-c3cccc(OC)c3)c2C1c1ccccn1 (centres undefined)	3.2%	/	-4.4%
24	O=C(c1ccc2c(c1)OCCO2)N1CCN(c2ccccn2)CC1	-4.5%	1.5%	-3.8%
25	CCOCC(=O)Nc1ccc(OCc2ccccc2)cc1	-0.2%	1.5%	4.6%
26	CC(=O)Nc1ccc(-c2csc(NC(C)c3ccccc3)n2)cc1 (centres undefined)	9.0%	-9.8%	-18.4%
27	Cc1ccccc1C(=NC(=O)c1ccccc1)c1ccccc1	-11.8%	4.7%	-1.2%
28	CC1(C(=O)NCc2ccccc2)Oc2ccccc2NC1=O (centres undefined)	3.5%	6.7%	0.8%
29	CC(C)CC(=O)Nc1ccc(C(=O)CN2CCN(c3ccc(O)cc3)CC2)cc1	11.0%	2.9%	-1.6%
30	Cc1nc2ccccc2c(-c2ccccc2)c1C(=O)c1ccccc1	?	28.1%	1.4%
31	COc1cc(NC(=O)Cn2cnc(S(=O)(=O)N3CCC(C)CC3)c2)cc(OC)c1OC	-6.4%	-0.8%	-20.8%
32	CC(=O)c1ccc(N2CCN(C(=O)C3CCN(S(=O)(=O)c4ccc(Br)s4)CC3)CC2)cc1	5.5%	/	-1.3%
33	O=C(CC(c1ccccc1)c1cc(Cl)ccc1O)N1CCOCC1 (centres undefined)	0.5%	5.5%	-6.6%
34	CCOc1cc(C2C(C(=O)c3ccc(C)o3)=C(O)C(=O)N2CCc2ccccc2)ccc1O (centres undefined)	-13.6%	2.0%	?
35	Cc1c(Cl)cccc1NC(=O)C1CCCN(c2ncnc3onc(C)c23)C1 (centres undefined)	2.6%	/	1.2%
36	CCOC(=O)N1CCN(CC(=O)Nc2cc(C)nn2-c2nc3ccccc3s2)CC1	-14.6%	6.9%	-5.5%
37	Cc1noc(C)c1-c1cncnc1NCCN1CCOCC1	/	-17.4%	0.8%
38	Cc1ccc(/C=N\NC(=O)COc2ccc(C)cc2[N+](=O)[O-])cc1	13.2%	-0.5%	-6.5%
39	COc1cc2c(cc1OC)C(SC)=NC1(CCCC1)C2	-19.6%	-5.0%	0.3%
40	COc1ccc(CN(C)C(=O)CCCNC(=O)c2ccc(Cl)cc2)cc1	-3.4%	-8.1%	-6.5%
41	Cc1ccc(-c2nn(C)c(=O)c3ccccc23)cc1S(=O)(=O)N1CCCC1	1.4%	0.6%	-4.4%
42	Cc1cc(C)nc(NC(=O)COc2cc(Cl)cc(Cl)c2)n1	8.6%	-6.6%	-6.5%
43	COc1ccccc1C(=O)COC(=O)Cc1ccccc1F	-9.2%	/	0.1%
44	CCOC(=O)CSc1nnc(Cn2c(=O)sc3ccccc32)n1C	-13.1%	-4.2%	2.4%
45	CC(=O)Nc1ccc(NC(=O)CSc2nc3nc(C)cc(C)c3c(=O)[nH]2)cc1	-9.5%	9.7%	-3.2%
46	O=C(N/N=C/c1ccc([N+](=O)[O-])o1)C1CC1	8.7%	-7.3%	-20.4%
47	CCOc1cc(CNCc2ccccn2)cc(Cl)c1OC	-8.0%	5.9%	2.5%
48	COC(=O)c1ccc(C2Nc3cccc4cccc(c34)N2)cc1	-16.8%	0.3%	-0.4%
49	CCOC(=O)c1cc2sccc2n1CC(=O)Nc1ccc(OC)c(OC)c1	2.3%	-1.0%	0.6%
50	Cc1ccc(-c2c(C(=O)Nc3ccc(F)c(F)c3)oc(=O)c3ccccc23)cc1	-1.8%	/	-19.7%

Given with each value named: entries from further up.
41: Cc1ccc(-c2nn(C)c(=O)c3ccccc23)cc1S(=O)(=O)N1CCCC1
  FEN1 inh = 1.4%
  N370S GC = 0.6%
  KAT2A inh = -4.4%
42: Cc1cc(C)nc(NC(=O)COc2cc(Cl)cc(Cl)c2)n1
  FEN1 inh = 8.6%
  N370S GC = -6.6%
  KAT2A inh = -6.5%
43: COc1ccccc1C(=O)COC(=O)Cc1ccccc1F
  FEN1 inh = -9.2%
  N370S GC = /
  KAT2A inh = 0.1%

Further records
#	molecule	FEN1 inh	N370S GC	KAT2A inh
51	Cc1ccccc1C(=O)NCC(=O)N1CCN(c2ccccn2)CC1	0.7%	/	0.2%
52	Brc1ccc(COn2ccnc2)cc1	19.1%	2.5%	-21.0%
53	CN(C)S(=O)(=O)c1cccc(NC(=O)CO/N=C(\N)c2ccccc2)c1	4.7%	-4.7%	-2.8%
54	COc1cc(NC(=O)N2CCc3c(sc4c3CCCC4)C2c2ccccc2)cc(OC)c1OC (centres undefined)	-12.8%	/	2.2%
55	Cc1nc2ccc(NC(=O)c3cccs3)cc2c(=O)n1Cc1ccc(Cl)cc1	-0.3%	2.8%	-9.6%
56	COc1ccc(OC)c(NC(=O)CCNS(=O)(=O)c2cc(Br)cnc2N)c1	-2.4%	-7.9%	-6.6%
57	O=C(O)Cc1ccc(S(=O)(=O)N2CCCC2)s1	-5.4%	/	-10.5%
58	N#Cc1cccn1-c1nccc(-c2cccs2)n1	?	-4.2%	-3.3%
59	C=CCC(CC=C)(NC(=O)c1ccccc1C(=O)O)c1ccccc1	1.8%	-0.1%	-0.5%
60	CCOc1ccc(NC(=O)C(=O)NCCN2CCN(S(=O)(=O)c3ccccc3)CC2)cc1	-6.4%	8.8%	-1.8%
61	CCOc1ccc(S(=O)(=O)N(CC(=O)N2CCC(C(N)=O)CC2)c2ccc(F)cc2)cc1	4.7%	8.3%	1.5%
62	COc1ccccc1N1CCN(S(=O)(=O)c2cccs2)CC1	-0.3%	-0.7%	3.3%
63	CCc1ccc(S(=O)(=O)Nc2ccc(-c3ccc4nnc(C)n4n3)cc2)s1	-13.2%	/	-10.9%
64	O=C(COC(=O)c1cc([N+](=O)[O-])ccc1N1CCOCC1)NCCc1ccccc1	8.1%	1.6%	-20.8%
65	COc1ccc(S(=O)(=O)NCCc2csc(C)n2)cc1C	-2.6%	-9.5%	-3.0%
66	CC(C)(C)c1ccc(N2C(=O)Cc3c2nc(N)c(C#N)c3N)cc1	-1.9%	-3.0%	0.7%
67	Cc1cc(OCC(=O)Nc2ccncc2)cc(C)c1Br	-15.2%	-11.6%	-13.5%
68	Cc1nnc(SCc2ccccc2Cl)c2cc3occc3n12	-17.5%	/	-4.1%
69	Cc1ccc(/C=C(\C#N)C(=O)NCc2ccco2)o1	-8.9%	-14.1%	-18.1%
70	COc1ccc(SC[C@H](Cc2ccccc2)N2CC[C@@H](C)CCC2=O)cc1	-20.2%&-22.3%	/	-5.6%
71	Cc1ccc(C(C(=O)NCc2ccccc2)N(Cc2ccco2)C(=O)c2snc(C(N)=O)c2N)o1 (centres undefined)	-12.5%	-1.4%	-2.3%
72	O=C(CSC(=S)N1CCCC1)N1CCN(S(=O)(=O)c2ccccc2F)CC1	1.0%	-9.3%	1.9%
73	O=C(CN1CCN(Cc2ccc3c(c2)OCO3)CC1)Nc1ccc2c(c1)OCO2	-3.3%	2.3%	0.8%
74	CCc1nnc(NC(=O)CC(=O)Nc2ccccc2C(=O)O)s1	-12.9%	4.0%	-8.0%
75	C=CCOC(=O)CCC(=O)Nc1cc(OC)nc(OC)n1	-2.4%	10.0%	-4.4%
76	O=C1c2sc3nc4ccccc4n3c2C(=O)N1c1ccccc1Cl	-8.1%	8.5%	-24.6%
77	CCN(CC)S(=O)(=O)c1cc(Br)c(C)cc1OC	-1.2%	-0.8%	-20.9%
78	O=C(Cc1ncn[nH]1)NCCc1ccccc1	14.7%	3.2%	-5.1%
79	O=C(CCN1C(=O)/C(=C/c2ccc(F)cc2)SC1=S)NNC(=O)c1cccnc1	-5.8%	-1.1%	-3.8%
80	O=C(Cc1ccc2c(c1)CCCC2)Nc1ccccc1Cl	-1.0%	8.9%	?

Single values from the entries so far.
KAT2A inh, cpd 75 = -4.4%
N370S GC, cpd 74 = 4.0%
FEN1 inh, cpd 72 = 1.0%
N370S GC, cpd 77 = -0.8%
FEN1 inh, cpd 71 = -12.5%

The listing continues.
#	molecule	FEN1 inh	N370S GC	KAT2A inh
81	COc1ccc(-c2ccc(C(C)=O)cc2)cc1[C@H]1[C@@H]2C=CCC[C@@]2(C)C(=O)N1Cc1ccccc1	-18.8%	19.9%	-9.7%
82	OCCN1CCN(C(=S)Nc2ccc(SC(F)F)cc2)CC1	1.8%	-17.5%	1.2%
83	Cc1nc(C)c(-c2ccc(SCC(=O)Nc3cccc(C)c3C)nn2)s1	20.3%	/	-2.8%
84	C=CCc1cccc(OC)c1OCCOCCNCCO	3.4%	0.9%[12.8 µM]	-5.2%
85	COc1ccc(OC)c(CCNC(=O)c2cnn(-c3ccccc3Cl)c2C2CCN(C(=O)OC(C)(C)C)CC2)c1	-3.5%	/	-20.0%
86	O=C(CCOc1ccccc1)Nc1ccnn1C1CCN(CCc2ccccc2)CC1	14.4%	0.9%	-1.8%
87	Cc1noc(C)c1-c1cc(NCc2ccccc2)ncn1	/	9.6%	4.6%
88	CCCS(=O)(=O)N1CCN(C(=O)c2cccnc2)CC1	5.3%	0.8%	?
89	CCOC(=O)C1=C(C)N=C2SC(C(=O)OC)=CC(=O)N2C1c1cc(OC)c(OC)c(OC)c1 (centres undefined)	-8.2%	-6.0%	-14.3%
90	Nc1nnc(CC(=O)N/N=C/c2ccc(-c3ccc(Cl)cc3Cl)o2)s1	-18.3%	-2.9%	7.1%
91	COc1ccccc1OCc1ccc(C(=O)n2nc(C)c(Cl)c2C)o1	?	-9.8%	-8.8%
92	NC(=O)Nc1ccc(Oc2ncc(C(F)(F)F)cc2Cl)cc1	-7.8%	-7.7%	-18.7%
93	CC(=O)Nc1ccccc1C(=O)N1CC(C)OC(C)C1 (centres undefined)	-0.5%	6.2%	-1.8%
94	Cc1ccc(S(=O)(=O)NCCSCc2ccccc2)cc1	-8.5%	16.3%	-6.2%
95	c1ccc(Cn2nnc3c(N4CCc5ccccc54)ncnc32)cc1	-5.1%	5.7%	2.3%
96	COc1ccc(NC(=O)c2c(C)oc3ccc(O)c(CN4CCN(Cc5ccccc5)CC4)c23)cc1Cl	-15.0%	/	-13.6%
